GBA enhancer – enhancers of human beta-glucosidase activity in Gaucher fibroblasts. P04062. L444P Gaucher fibroblasts, 4-MU-glucoside fluorescence, 3 days. activation, % at 10 µM. 0.44% of 30,000 active. AID 784; in the data active = activation above about 65%;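 also: 0% = vehicle wells and 100% = positive control wells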
Target sequence (P04062 whole entry L483P): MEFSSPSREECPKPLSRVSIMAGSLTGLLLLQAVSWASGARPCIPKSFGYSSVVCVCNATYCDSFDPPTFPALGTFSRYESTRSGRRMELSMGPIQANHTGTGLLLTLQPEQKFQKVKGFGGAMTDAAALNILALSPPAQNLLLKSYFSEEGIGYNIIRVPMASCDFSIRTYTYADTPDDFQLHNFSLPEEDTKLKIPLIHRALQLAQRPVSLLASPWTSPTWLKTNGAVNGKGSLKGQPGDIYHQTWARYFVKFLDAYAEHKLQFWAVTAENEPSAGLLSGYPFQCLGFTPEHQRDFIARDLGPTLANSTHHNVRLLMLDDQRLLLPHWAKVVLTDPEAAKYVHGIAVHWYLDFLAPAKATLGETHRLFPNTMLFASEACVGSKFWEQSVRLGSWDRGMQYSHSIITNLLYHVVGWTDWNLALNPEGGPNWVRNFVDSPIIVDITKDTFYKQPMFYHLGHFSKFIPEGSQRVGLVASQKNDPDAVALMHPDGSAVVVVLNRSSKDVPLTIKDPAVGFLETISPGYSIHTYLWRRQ
The depositor's hits bear a star. Some of the compounds tested; count on the stated rates, not on these rows.

The first 21 records, to show the layout:
SMILES | GBA enhancer
O=C(NCCc1ccccc1)c1cc(-c2ccc3c(c2)OCO3)on1 | -8
COC(=O)c1cc(-c2cccc(OC)c2)n[nH]1 | -33
Cc1nc2nc(COc3ccccc3)[nH]n2c(=O)c1Cl | 12
CCc1nc2ccccc2n1Cc1cc(=O)n2cc(C)ccc2n1 | -15
COCc1cc(C)n(CC(=O)Nc2ccccc2OC)c(=O)c1C#N | -26
CN(C(=O)c1ccno1)c1nnc(-c2cnccn2)s1 | -20
CCOC(=O)c1cc2c(=O)n3cccc(C)c3nc2n(Cc2ccco2)c1=NC(=O)c1cccnc1 | -25
COc1cc(NC(=O)C2CCCO2)c(OC)cc1NC(=O)c1ccccc1 (stereo not given) | 5
CCOCCc1nnc(NC(=O)CN2C(=O)c3ccccc3C2=O)s1 | -7
CCc1cccc(NS(=O)(=O)c2ccc3c(c2)oc(=O)n3C)c1 | -2
CCc1nc2sc3ccccc3c(=O)c2c(=O)n1Cc1ccco1 | -30
COc1ccc(N2CCCn3c2nc2c3c(=O)n(CCN3CCOCC3)c(=O)n2C)cc1 | 14
O=C(NCCN1CCOCC1)c1ccccc1Oc1ccccc1 | -11
Oc1ccccc1-c1cc(-c2ccccc2Cl)[nH]n1 | -11
CCC(C)NC(=O)C1CCN(S(=O)(=O)CC)CC1 (stereo not given) | -23
COc1ccc2c(c1)C(C)CC(C)(C)N2C(=O)CSc1ncn[nH]1 (stereo not given) | -42
CCC(=O)N1CCc2cc(Br)cc(S(=O)(=O)N3CCCCCC3)c21 | -15
CCCOC(=O)CN1C(=O)c2ccccc2C1=O | -8
CC(=O)c1cccc(-n2nnnc2SCC(=O)N2CCCC2)c1 | -11
CCCC(C)C(=O)Nc1ccc2c(c1)OCCO2 (stereo not given) | -4
Cc1ccc(S(=O)(=O)N(C)CC(=O)N2CCN(c3ccccn3)CC2)cc1 | 6

The list itself, repeating the preview:
SMILES | GBA enhancer
O=C(NCCc1ccccc1)c1cc(-c2ccc3c(c2)OCO3)on1 | -8
COC(=O)c1cc(-c2cccc(OC)c2)n[nH]1 | -33
Cc1nc2nc(COc3ccccc3)[nH]n2c(=O)c1Cl | 12
CCc1nc2ccccc2n1Cc1cc(=O)n2cc(C)ccc2n1 | -15
COCc1cc(C)n(CC(=O)Nc2ccccc2OC)c(=O)c1C#N | -26
CN(C(=O)c1ccno1)c1nnc(-c2cnccn2)s1 | -20
CCOC(=O)c1cc2c(=O)n3cccc(C)c3nc2n(Cc2ccco2)c1=NC(=O)c1cccnc1 | -25
COc1cc(NC(=O)C2CCCO2)c(OC)cc1NC(=O)c1ccccc1 (stereo not given) | 5
CCOCCc1nnc(NC(=O)CN2C(=O)c3ccccc3C2=O)s1 | -7
CCc1cccc(NS(=O)(=O)c2ccc3c(c2)oc(=O)n3C)c1 | -2
CCc1nc2sc3ccccc3c(=O)c2c(=O)n1Cc1ccco1 | -30
COc1ccc(N2CCCn3c2nc2c3c(=O)n(CCN3CCOCC3)c(=O)n2C)cc1 | 14
O=C(NCCN1CCOCC1)c1ccccc1Oc1ccccc1 | -11
Oc1ccccc1-c1cc(-c2ccccc2Cl)[nH]n1 | -11
CCC(C)NC(=O)C1CCN(S(=O)(=O)CC)CC1 (stereo not given) | -23
COc1ccc2c(c1)C(C)CC(C)(C)N2C(=O)CSc1ncn[nH]1 (stereo not given) | -42
CCC(=O)N1CCc2cc(Br)cc(S(=O)(=O)N3CCCCCC3)c21 | -15
CCCOC(=O)CN1C(=O)c2ccccc2C1=O | -8
CC(=O)c1cccc(-n2nnnc2SCC(=O)N2CCCC2)c1 | -11
CCCC(C)C(=O)Nc1ccc2c(c1)OCCO2 (stereo not given) | -4
Cc1ccc(S(=O)(=O)N(C)CC(=O)N2CCN(c3ccccn3)CC2)cc1 | 6
O=C(O)C1C2C=CC3(CN(c4cccc(C(F)(F)F)c4)C(=O)C13)O2 (stereo not given) | 30
COc1ccc2oc(=O)cc(C)c2c1 | -12
Cc1cnc(C)c(N2CCC(C(=O)NC(C)c3cccs3)CC2)n1 (stereo not given) | -9
COCCNC(=O)CSCc1c(F)cccc1Cl | -16
FC(F)(F)C12CC(c3ccccc3)=NCCN1CCN2 (stereo not given) | -63
Cc1nn(-c2ccccc2)c(=S)n1-c1ccccc1 | -7
Fc1ccc(F)c(CN2CCN(c3ncccn3)CC2)c1 | 1
CC(=O)c1ccc(Oc2ncnc3sccc23)c(CN2CCOCC2)c1 | -22
CCN(CC)c1nc(-c2nn[nH]n2)nc(N(CC)CC)n1 | 5
CC(=O)Nc1ccccc1N(C)S(=O)(=O)c1ccc(C)cc1 | -20
OC(COc1ccccc1)Cn1cc(Br)cn1 (stereo not given) | -62
CC(C)OC(=O)CCCN1C(=O)c2ccc(N)cc2C1=O | 13
CC(=O)N1CCc2cc(S(=O)(=O)NC(CC(C)C)C(=O)Nc3cc(C(=O)O)ccc3C)ccc21 (stereo not given) | 10
Cc1nn(-c2ccccc2)c2c1C1(C(=O)N(C)c3ccccc31)N(c1ccccc1)C(=O)N2 (stereo not given) | -17
CCCOc1ccc(N2C(=O)CC(NCCCN3CCC(C(N)=O)CC3)C2=O)cc1 (stereo not given) | 5
COc1ccc(Br)cc1S(=O)(=O)n1ccnc1C | -37
O=C(Nc1cnn(Cc2ccc(F)cc2)c1)c1cc(-c2cccs2)on1 | -8
O=C(NC1CCC(C(=O)O)CC1)OCc1ccccc1 (stereo not given) | 6
Cn1c(=O)n(Cc2ccccc2)c(=O)c2c1nc1n2CCS1 | -4
O=C(c1cc(F)c(F)cc1Cl)N1CCCCC1 | -4
c1ccc(Cn2ncc3c2ncn2c(-c4ccncc4)nnc32)cc1 | -37
CCCCn1c(=N)n(CC(O)COc2cccc(C)c2)c2ccccc21 (stereo not given) | -100
O=C(c1ccccc1-c1ccccc1)N1CCN(c2ccccn2)CC1 | 0
O=C(NCc1ccco1)c1ccccc1NS(=O)(=O)c1ccc2c(c1)OCCO2 | -5
COc1ccc(F)cc1CN1CCN(C(=O)CCC(=O)Nc2nnc(C(C)C)s2)CC1 | 10
CC1(C)CC(=O)C2=C(C1)N(Cc1cccnc1)C(=O)C2(NC(=O)C1CC1)C(F)(F)F (stereo not given) | -30
CCOC(=O)N1CCN(C(=O)c2cnc3n(c2=O)CCS3)CC1 | -7
Nc1nc(N2CCOCC2)nc2ccccc12 | -40
COc1ccc(CNC(=O)C2CC(c3ccc(F)cc3)=NO2)cc1 (stereo not given) | -14
Cc1ccc(S(=O)(=O)N(C)CC(=O)OCc2nnc(-c3ccccc3)o2)cc1 | 1
CCN(CCCNC(=O)CCNC(=O)Cn1ccc2ccccc2c1=O)c1ccccc1 | -5
O=C(NCN1CCc2ccccc2C1)c1ccccc1 | -6
CCOC(=O)c1cccc(NC(=O)CSc2nnc(COc3ccc(Cl)cc3)o2)c1 | -10
O=C(CCCN1C(=O)c2ccccc2C1=O)Oc1ccc(F)cc1 | 22
CC(=O)NC1CCN(C(=O)N2CCCC2)CC1 | -59
COc1ccc(CN2CCCC(C(=O)N3CCCC3)C2)cc1 (stereo not given) | -12
NS(=O)(=O)c1cc2c(cc1Cl)NCNS2(=O)=O | -7
CCOC(=O)C1=C(Nc2ccccc2)OCC1=O | -4
COc1cc(NS(=O)(=O)c2ccc(NC(=O)C34CC5CC(CC(C5)C3)C4)cc2)ncn1 | -3

More structures follow:
SMILES | GBA enhancer
Cc1nc(N2CCN(Cc3ccc4c(c3)OCO4)CC2)nc2c1C(=O)CC(c1ccco1)C2 (stereo not given) | -7
COc1cc(C)c(C(C)C)cc1S(=O)(=O)N1CCOCC1 | 2
CC(=O)NC1(c2cccc(F)c2)CCN(CC(=O)NC2CCCCC2)CC1 | 8
Cn1c(-n2c(CCCN3C(=O)c4ccccc4C3=O)nc3ccccc3c2=O)nc2ccccc21 | 8
COc1ccc(-c2nc(C)sc2CC(=O)O)cc1 | -5
O=C(CCS(=O)(=O)c1ccc(Br)cc1)N1CCN(c2ccccc2F)CC1 | 40
CC12CCC(C(=O)NCc3ccc4c(c3)OCO4)(CC1=O)C2(C)C (stereo not given) | -6
CCC(Sc1nc2cc3c(cc2c(=O)n1Cc1ccco1)OCO3)C(=O)Nc1cccc(OC)c1 (stereo not given) | -80
COc1cccc(Nc2c(F)c(F)c(F)c(F)c2C(=O)O)c1 | -35
O=C(Nc1ccn(Cc2ccc(F)cc2)n1)c1ccncc1 | 4
CC1CCc2ccccc2N1C(=O)c1cccs1 (stereo not given) | -23
COC(=O)c1cc(OC)c(OC)cc1NC(=O)c1cccnc1 | -1
CC(C)C(NC(=O)OC(C)(C)C)C(=O)N1CCCC1C(=O)NC(Cc1ccccc1)C(N)=O (stereo not given) | 13
CCc1nnc(NC(=O)c2cccc(S(=O)(=O)N3CCc4ccccc43)c2)s1 | -11
Cc1nn(-c2ccccc2)c(C)c1C(=O)OCC(=O)NCc1ccco1 | -8
O=c1nc(NC2CCCC2)ccn1Cc1cccc(Br)c1 | -43
CCOc1cc(S(=O)(=O)Nc2ccccn2)ccc1F | -53
CCCCn1nnc(NC(=O)COc2cc(C)ccc2C(C)C)n1 | 3
CC(C)COC(=O)Nc1ccccc1C(=O)N1CCOCC1 | -7
CCOC(=O)C1CCCN(C(=O)c2ccc(CS(=O)(=O)Cc3ccccc3C)o2)C1 (stereo not given) | -45
Cn1ccnc1SCC(=O)Nc1cccc2ccccc12 | -9
O=C(C1CCC(=O)N1Cc1ccccc1Cl)N1CCN(c2cccc(Cl)c2)CC1 (stereo not given) | 0
Cc1ccc(OCCN2C(=O)CSC2=O)cc1 | -1
C=CCOc1ccc(C(=O)N(Cc2ccc(N(C)C)cc2)C2CCS(=O)(=O)C2)cc1 (stereo not given) | -4
CN(C)CCCN1C(=O)C(=O)/C(=C(/O)c2ccc3c(c2)OCCO3)C1c1ccco1 (stereo not given) | 4
CCOC(=O)C1=C(C)N=c2s/c(=C\c3ccncc3)c(=O)n2C1c1ccc2c(c1)OCO2 (stereo not given) | 12
COc1ccc(S(=O)(=O)N2CCC(C(=O)NCc3ccco3)CC2)cc1 | -2
O=C(CN1CCOCC1)Nc1ccc(C2CCCCC2)cc1 | -17
Cc1cc(Nc2nc3c(c(=O)n(C)c(=O)n3C)n2C)n(-c2ccccc2)n1 | -7
CCOC(=O)C1CCN(C(=O)c2ccc3snnc3c2)CC1 | 3
COc1ccc(O)c(C(=O)c2cc(C#N)c(=O)n(-c3c(C)n(C)n(-c4ccccc4)c3=O)c2)c1 | -22
OC(COc1c(F)cc(Br)cc1F)CN1CCN(c2ccc(F)cc2)CC1 (stereo not given) | -23
C=CCn1cc(C(=O)NCCOC)c(=O)c2cc(S(=O)(=O)N(CC)CC)ccc21 | -28
CC(=O)c1ccc(NC(=O)CCn2c(=O)oc3ccccc32)cc1 | 13
CN(Cc1ccccc1)c1ncnc2c1cnn2-c1ccccc1 | -57
CC(=NCc1ccco1)C1=C(O)c2ccccc2C1=O | -42
CNc1cccccc1=S | -1
CC1(C)NC(=O)N(CCOCCOc2cccc(Oc3ccccc3)c2)C1=O | -13
c1csc(-c2cnc3ccccc3n2)c1 | 5
COc1cc2c(cc1OC)C(C(=O)O)C(c1cc(Br)c(O)c(OC)c1)N(C)C2=O (stereo not given) | -56
CCOc1ccc(CN2CCN(c3cc(C)nc4c5c(C)cc(C)nc5nn34)CC2)cc1 | -14
CCc1c(C)c2ccc(OCC(N)=O)cc2oc1=O | -48
CCOc1ccc(N(C(C)C(=O)Nc2ccc(OC)cc2)S(C)(=O)=O)cc1 (stereo not given) | -7
CCCCc1ccc(Nc2nc(CCC)cc(=O)[nH]2)cc1 | -44
Cc1c(C(=O)Nc2ccccc2N2CCOCC2)sc2nc3n(c(=O)c12)CCC3 | -6
COc1ccc2nc3oc(C(=O)N4CCN(c5cccc(Cl)c5)CC4)cc3cc2c1 | -2
Cc1ccc(S(=O)(=O)N(CCO)Cc2cc3ccc(C)c(C)c3[nH]c2=O)cc1 | -21
Nc1nonc1-c1noc(CCCN2C(=O)c3ccccc3C2=O)n1 | -2
CCOC(=O)CN(C(=O)CSc1nnc(-c2ccncc2)n1CCCN(C)C)c1ccccc1 | -31
CCn1c(CCNC(=O)c2ccc(Cl)cc2)nnc1SCC(=O)NC1CCCC1 | 61
CCC(=O)c1ccc(OCC(O)Cn2cnc3ccccc32)cc1 (stereo not given) | -19
COC(=O)c1ccccc1NC(NC(=O)c1ccco1)C(=O)c1ccc(C)cc1 (stereo not given) | -8
Clc1ccc(-c2ccc(-c3nn4c(-c5ccco5)nnc4s3)o2)cc1 | -76
CCOc1ccccc1C(=O)NC1CC2CCCC(C1)N2C1CC1 (stereo not given) | 55
CC(=O)c1cccc(N(C(=O)c2ccco2)C(C(=O)NC2CCCC2)c2ccncc2)c1 (stereo not given) | -1
NC(=O)c1ccc2c(c1)OCCO2 | -3
CSc1nnc(-c2cnccn2)n1C | -33
O=C(CN1CCN(Cc2ccc3c(c2)OCO3)CC1)Nc1ccc2c(c1)OCCO2 | 0
O=C1OC2(CCCCC2)OC(=O)C1=CNc1nccs1 | -6
Cc1nn(CC(=O)Nc2ccc3c(c2)nc(CN2CCCCC2)n3C)c(=O)c2ccccc12 | -3

Continuation:
SMILES | GBA enhancer
COc1ccccc1C1N(c2ccc(Cl)cc2)C(=O)C2CCCN21 (stereo not given) | -59
CC(=O)c1cccc(OCCN2C(=O)NC(C)(C)C2=O)c1 | -4
C=C(C)CSc1nc2nc(C)cc(C)n2n1 | -48
CCn1c(CCn2ccnc2C)n[nH]c1=S | -27
COc1ccc(Cn2nnnc2CN2CCC(c3nc4ccccc4s3)CC2)cc1 | -8
CCCn1c(SCC(=O)Nc2nnc(CC)s2)nnc1-c1ccco1 | 3
COCCN(CCOC)S(=O)(=O)c1ccc(C(=O)Nc2nc(C)c(C(C)=O)s2)cc1 | -25
CCn1ncc(Br)c1C(=O)Nc1sc2c(c1C(N)=O)CCC2 | 3
COc1ccc(-c2nc(C)c(C(C)=O)n2O)cc1OC | 5
COc1cccc(-n2c(C)c(C(C)=O)c(C(C)=O)c2C)c1 | -16
Cc1cccn2c(=O)c3cc(C(=O)NC4CCCCC4)c(=N)n(CCN4CCOCC4)c3nc12 | -13
O=C(Nc1nc2c(s1)CCCC2)c1cccs1 | 16
O=C(CCNc1ccc(F)cc1)c1ccco1 | -36
CCc1nc(SCC(=O)Nc2c(C)n(C)n(-c3ccccc3)c2=O)n[nH]1 | -18
CC(=O)c1nnn(-c2nc(N)nc(N(c3ccccc3)c3ccccc3)n2)c1C | -33
